# Source: PubChem BioAssay
# Epigenetic mod: qHTS Assay for Epigenetic Modulators; mouse C127i GFP locus derepression, cytometry, 30 h; Potency, µM (series often up to 46.1 µM), without a hit: at the highest dose GFP derepression (activation); hit rate 0.09% among 68,000; also: % of control where 0% means no effect
#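 Derepression screen: silenced CMV-GFP reporter in murine C127i cells, 30 h compound incubation at 37 C, washed cells imaged by laser-scanning cytometer to enumerate GFP-expressing objects of 20 to 120 um.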
# A350 autofl: qHTS Assay for Spectroscopic Profiling in A350 Spectral Region; Compound autofluorescence, 340/450 nm, Alexa 350 dye-equivalents; active compounds read high; max dye-equivalent concentration, M; hit rate 11% among 59,000; in the data active = max dye-equivalent concentration above about 10 nM; inconclusive = mostly about 1.1 nM to 9.6 nM
# Caspase-7 inhib: qHTS Assay for Allosteric/Competitive Inhibitors of Caspase-7 | P55210 | recombinant caspase-7, Ac-DEVD-AFC fluorescence rate | Potency, µM (doses to about 57.5 µM), inactives show top-dose activity change, negative = inhibition, actives largely listed as inhibitors | hit rate 0.02% among 75,000 | AID 889, 2007; active = well fitted inhibition curve with a large enough effect in the main read-out, with a control signal flat, not every such curve was filed as active; inconclusive = small, poorly fitted or top-dose-only effect, or a change in a side signal; also: potency is read from the fitted curve at half-maximal effect; % of control where 0% means no effect
# Fluorescein autfl: qHTS Assay for Spectroscopic Profiling in Fluorescein Spectral Region. Compound autofluorescence, 480/540 nm, fluorescein-equivalent; active compounds read high. max fluorescein-equivalent concentration, M. hit rate 0.91% among 59,000; in the data active = max fluorescein-equivalent concentration above about 10 nM; inconclusive = between about 1.1 nM and that limit
#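 Compounds were pin-transferred into 100 mM Tris buffer, pH 8.0, and incubated 15 min at room temperature. Fluorescence was read at 480 nm excitation/540 nm emission. Signals were normalized to an on-plate six-point fluorescein standard curve as dye-equivalent concentration.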
# 4MU fluor: qHTS Assay for Spectroscopic Profiling in 4-MU Spectral Region | hit rate 11% among 59,000 | max dye-equivalent concentration, M | AID 589, 2007 | compound autofluorescence, 340/450 nm, 4-MU equivalents; active compounds read high; in the data active = max dye-equivalent concentration above about 10 nM; inconclusive = mostly about 1.1 nM to 9.6 nM
#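 Compounds in 100 mM Tris, pH 8.0, incubated 15 min at room temperature, then fluorescence read at 340 nm excitation/450 nm emission. Signal converted to 4-MU dye-equivalent concentration using an on-plate six-point 4-MU standard curve.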
# HEK293 cAMP cs: qHTS Assay for Agonists of the Thyroid Stimulating Hormone Receptor: Activators of Intracellular cAMP Concentrations in Parental HEK 293 | parental HEK293 CNG cAMP sensor, membrane potential fluorescence | Potency, µM (series often up to 57.1 µM), for inactives: at the highest dose activation, hits mostly activators | hit rate 2.5% among 73,000 | AID 938, 2007; also: potency is read from the fitted curve at half-maximal effect; % of control where 0% means no effect; nearly all actives have a fitted effect of over 55% in size
#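 Counterscreen for endogenous-receptor signalling: CNG-channel HEK 293 cells report cAMP rise by membrane depolarization. After 60 min dye equilibration with 100 uM RO 20-1724, compounds incubated 30 min before bottom-read fluorescence at 590 nm.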
# BRCT PPI red: qHTS Assay for Inhibitors of BRCT-Phosphoprotein Interaction (Red Fluorophore). BRCT-phosphopeptide binding, red fluorescence polarization. Potency, µM (highest dose often 76.9 µM), for the others: top-dose activity change, negative = inhibition, usual class: inhibitors. hit rate 0.03% among 75,000. AID 892, 2007; also: % is scaled to controls: 0 for no effect and ±100 for the full control effect
#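 Fluorescence polarization: 100 nM His-tagged BRCA1 BRCT with 100 nM TAMRA-labelled phospho-BACH1 decapeptide, phosphate buffer pH 7.3 with 150 mM NaCl, DTT, 0.01% Tween 20; 12 min RT. Binding inhibition seen as FP decrease.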
# BRCT PPI green: qHTS Assay for Inhibitors of BRCT-Phosphoprotein Interaction (Green Fluorophore). BRCA1 BRCT-phosphopeptide binding, green fluorescence polarization. Potency, µM (doses to about 76.9 µM), for inactives: at the top dose activity change, negative = inhibition, hits mostly inhibitors. AID 875, 2007. Breast cancer type 1 susceptibility protein (Homo sapiens), P38398. hit rate 0.05% among 75,000;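 also: potency is read from the fitted curve at half-maximal effect; plate controls were peptide without protein for full effect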
#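 Fluorescence polarization: His-tagged BRCT (~35 kDa BRCA1 C-terminus, 250 nM) bound to 100 nM fluorescein-labeled phosphorylated 10-aa BACH1 peptide, pH 7.3 phosphate buffer with DTT and Tween 20. Compounds incubated 12 min at room temperature; inhibition read as lowered polarization.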
# Caspase-1 inhib: qHTS Assay for Allosteric/Competitive Inhibitors of Caspase-1; P29466; Caspase-1 enzyme, Ac-WEHD-AFC fluorogenic rate; Potency, µM (highest dose often 57.5 µM), for inactives: at the top dose activity change, negative = inhibition, usual class: inhibitors; hit rate 0.03% among 75,000; AID 900, 2007;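 also: potency is read from the fitted curve at half-maximal effect; plate controls were vehicle for no effect and no substrate for full effect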
# Target sequence (P29466 120-297 limits assumed): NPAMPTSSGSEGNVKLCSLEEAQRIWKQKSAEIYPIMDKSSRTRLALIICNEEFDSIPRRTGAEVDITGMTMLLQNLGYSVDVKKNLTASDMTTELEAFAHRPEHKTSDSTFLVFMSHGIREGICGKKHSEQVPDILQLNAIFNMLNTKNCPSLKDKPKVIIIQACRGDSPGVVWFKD
# Target sequence (P29466 317-404 limits assumed): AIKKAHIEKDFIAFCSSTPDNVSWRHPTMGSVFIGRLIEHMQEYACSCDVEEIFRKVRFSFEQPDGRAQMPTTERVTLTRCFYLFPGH
# Ub-GFP proteasome: Ubiquitin-GFP Assay | Ubiquitin-GFP reporter cells, proteasome inhibition, GFP fluorescence; response scale: untreated = 0%, 10 µM MG-132 = 100% | Potency, µM (doses to about 45.9 µM), for the others: top-dose activation (GFP accumulation), actives largely listed as activators | 67,000 tested, under 10 active | AID 526, 2006; active = well fitted activation curve with a large enough effect, not every such curve was filed as active; inconclusive = small, poorly fitted or top-dose-only effect, or another doubt; inactive = no such curve, though single readings can be large or run the other way; also: potency is read from the fitted curve at half-maximal effect
#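 U2OS cells stably expressing ubiquitin(G76V)-GFP, seeded overnight in 0.5% FBS medium, were exposed to compounds (qHTS, 46 uM to 2.9 nM) for 4 hr at 37 °C. GFP-positive cells were counted by laser cytometry (488 ex/515 em), normalized between basal and 10 uM MG-132.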
# USP2a inhib: qHTS Assay for Inhibitors of Ubiquitin-specific Protease USP2a | Ubiquitin carboxyl-terminal hydrolase 2 (Homo sapiens), O75604 | USP2a enzymatic assay, qHTS inhibition | Potency, µM (series often up to 38.3 µM), for inactives: at the top dose activity change, negative = inhibition, actives largely listed as inhibitors | hit rate 0.1% among 60,000 | AID 927, 2007;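 also: potency is read from the fitted curve at half-maximal effect; nearly all actives have a fitted effect of over 60% in size; plate controls were DMSO for no effect and NEM full inhibition control for full effect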
# Target sequence (O75604 whole entry, looked up): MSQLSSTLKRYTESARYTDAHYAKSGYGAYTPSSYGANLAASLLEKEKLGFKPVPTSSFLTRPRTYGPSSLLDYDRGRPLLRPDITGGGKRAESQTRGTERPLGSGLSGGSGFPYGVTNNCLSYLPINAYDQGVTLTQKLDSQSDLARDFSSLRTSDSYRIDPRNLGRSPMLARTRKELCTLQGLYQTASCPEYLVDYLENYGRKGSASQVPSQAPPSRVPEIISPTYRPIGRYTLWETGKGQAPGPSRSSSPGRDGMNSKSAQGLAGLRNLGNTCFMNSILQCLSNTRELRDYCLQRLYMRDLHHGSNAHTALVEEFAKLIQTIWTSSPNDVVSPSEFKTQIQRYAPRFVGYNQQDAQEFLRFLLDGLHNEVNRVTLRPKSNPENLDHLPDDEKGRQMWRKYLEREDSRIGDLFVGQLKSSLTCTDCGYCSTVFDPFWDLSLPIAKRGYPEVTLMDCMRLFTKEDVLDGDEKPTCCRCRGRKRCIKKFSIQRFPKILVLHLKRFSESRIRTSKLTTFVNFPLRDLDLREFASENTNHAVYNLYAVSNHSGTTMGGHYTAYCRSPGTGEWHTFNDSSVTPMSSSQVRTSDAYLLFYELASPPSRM
#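 Coupled readout: USP2-cleaved Ub-PLA2 (20nM final) turns over NBD C6-HPC (20uM final), Ex 460nm/Em 535nm after 2.5 h, time-zero read flagging artifacts. Enzyme (20nM final, pH 8.0 Tris) given 30 min RT with compound first; NEM defines full inhibition.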
# * = called active by the depositor; i = inactive; ? = inconclusive; . = not tested or not shown; [ ] = another dose, or the depositor's remark. Unless noted, calls follow the shape of the dose curve; as a rule, active = well fitted curve in the direction sought with a large enough effect; inconclusive = small, poorly fitted or top-dose-only effect, or another doubt; inactive = no such curve, though single readings can be large; an effect the other way counts as inactive or inconclusive. Only part of the results is shown, so the mix of outcomes need not match the whole.
SMILES,Epigenetic mod,A350 autofl,Caspase-7 inhib,Fluorescein autfl,4MU fluor,HEK293 cAMP cs,BRCT PPI red,BRCT PPI green,Caspase-1 inhib,Ub-GFP proteasome,USP2a inhib
C/C(Cl)=C\Cn1c(NCCc2ccccc2)nc2c1c(=O)n(C)c(=O)n2C,-4%,i,2%,?,i,6%,-0.6%,-1.5%,-2%,-3%,7%
N[C@@H](Cc1ccccc1)c1nnc2sc(SCc3ccccc3)nn12,-3%,i,-1%,i,i,24%,-0.9%,0.7%,0%,-6%,7%
COc1ccccc1N1CCN(C(=O)CN(c2ccccc2OC)S(=O)(=O)c2ccccc2)CC1,6%,.,0%,.,.,?,-0.6%,-1.5%,-5%,4%,29%
COc1cc2c(cc1OC)CN(S(C)(=O)=O)CC2,-2%,.,-2%,.,.,2%,-0.8%,1.9%,1%,0%,.
Cc1cc(NC(=O)Cn2cnc3sc(C)c(-c4ccccc4)c3c2=O)no1,0%,i,6%,i,i,2%,-1.4%,-1.7%,-1%,4%,22%
O=C(C1CC(c2ccccc2O)=NO1)N1CCCC1 (stereo not drawn),2%,i,0%,?,i,4%,-7.9%,-8.9%,0%,0%,5%
CC12CCC(=O)N1C(C(=O)OCC(=O)Nc1sccc1C#N)CS2 (stereo not drawn),1%,i,-7%,?,i,-6%,1.3%,0.9%,-2%,2%,12%
Cc1cccc(-c2noc(-c3ccc(F)cc3)n2)c1,-3%,i,1%,i,i,11%,-0.3%,-1.7%,-3%,-1%,2%
CCOC(=O)CC(=O)CSc1ccc2nnc(-c3ccc(C)cc3)n2n1,0%,?,-1%,i,?,2%,0.4%,0.1%,1%,7%,23%
OCCN(Cc1ccccc1)CC1CCCCC1,2%,i,-2%,?,i,16%,0.9%,-2.1%,1%,4%,-1%
O=C(O)c1cccc(CSc2nnc(COc3ccccc3)o2)c1,1%,i,-2%,i,i,1%,0.0%,0.3%,-1%,1%,-5%
O=C(NC1CCCC1)C1C2C=CC(C2)C1C(=O)N1CCOCC1 (stereo not drawn),-1%,i,2%,i,i,7%,0.0%,0.0%,-2%,-1%,2%
O=C(NCc1ccncc1)Nc1ccc(F)cc1,2%,?,-1%,?,?,-3%,0.9%,-2.3%,-2%,-7%,0%
CSC1=C(C#N)C(CC(C)C)C2=C(CCCC2=O)N1 (stereo not drawn),4%,i,-1%,?,i,?,-1.8%,-1.4%,-3%,-2%,24%
COc1ccc(NC(=O)CCC2COc3ccccc3O2)c(OC)c1 (stereo not drawn),0%,i,-2%,i,i,-5%,1.3%,-1.1%,0%,4%,5%
C/C(=C\c1cc(C(=O)O)c(C)o1)CO,4%,2.5e-08M*,-5%,?,2e-08M*,5%,-1.2%,-0.6%,-6%,7%,-4%
CN(C)S(=O)(=O)N1CCN(c2cc(Cl)ccc2Cl)CC1,0%,i,-1%,i,i,25%,-0.8%,-0.8%,-1%,-5%,2%
CC1CCN(c2nc3c(c(=O)n(C)c(=O)n3C)n2Cc2ccccc2)CC1,4%,i,-6%,i,i,?,-1.0%,-2.8%,-2%,0%,-20%
Cc1ccc(-c2noc(CCC(=O)Nc3cc(C)ccn3)n2)cc1,0%,i,-1%,i,i,6%,-0.4%,-3.0%,2%,-1%,14%
CC1(C)CC23C(=O)CCC(O)C2(C)CCC13 (stereo not drawn),.,.,1%,.,.,.,1.4%,-2.2%,1%,.,-1%
O=c1cc(Nc2ccc3c(c2)OCCO3)[nH]c(=O)n1-c1ccc(Cl)cc1,.,.,1%,.,.,-1%,-1.5%,1.1%,-1%,-6%,.
Cc1[nH]c2ccccc2c1/C=N/n1cnnc1,0%,i,-1%,i,i,-2%,0.3%,-1.5%,-1%,4%,-4%
CSc1ncc(C(=O)O)n1-c1ccc(F)cc1,0%,i,2%,i,i,19%,1.4%,-1.3%,3%,-5%,-3%
CCCSc1nc(N)c2c3c(sc2n1)CN(C)CC3,7%,i,1%,i,i,7%,-0.1%,-1.3%,1%,-1%,2%
CCOc1ccccc1CN(CCc1ccc2c(c1)OCO2)Cc1ccccn1,5%,.,-2%,.,.,16µM*,-0.3%,-2.0%,-1%,-7%,-18%

# Structures listed above shown as hits in 4MU fluor:
canonical_smiles | Epigenetic mod | A350 autofl | Caspase-7 inhib | 4MU fluor | BRCT PPI red | BRCT PPI green | Caspase-1 inhib | USP2a inhib
C/C(=C\c1cc(C(=O)O)c(C)o1)CO | 4% | 2.5e-08M* | -5% | 2e-08M* | -1.2% | -0.6% | -6% | -4%

# 2 of these compounds, reformatted.
structure	Epigenetic mod	A350 autofl	Caspase-7 inhib	Fluorescein autfl	4MU fluor	HEK293 cAMP cs	BRCT PPI red	BRCT PPI green	Caspase-1 inhib	Ub-GFP proteasome	USP2a inhib
CC12CCC(=O)N1C(C(=O)OCC(=O)Nc1sccc1C#N)CS2 (stereo not drawn)	1%	i	-7%	?	i	-6%	1.3%	0.9%	-2%	2%	12%
Cc1cccc(-c2noc(-c3ccc(F)cc3)n2)c1	-3%	i	1%	i	i	11%	-0.3%	-1.7%	-3%	-1%	2%

# Following part.
SMILES,Epigenetic mod,A350 autofl,Caspase-7 inhib,Fluorescein autfl,4MU fluor,HEK293 cAMP cs,BRCT PPI red,BRCT PPI green,Caspase-1 inhib,Ub-GFP proteasome,USP2a inhib
COc1cc(C(=O)OC(C)C(=O)N2CCc3ccccc3C2)ccc1OCC(=O)N1CCOCC1 (stereo not drawn),4%,i,0%,?,i,12%,-1.3%,0.3%,0%,7%,7%
O=S(=O)(c1ccc2nc(Cc3ccccc3)[nH]c2c1)N1CCOCC1,1%,i,-1%,?,i,2%,1.1%,-3.5%,0%,0%,1%
O=C(NCc1ccccc1)c1ccc(COCC(F)(F)F)o1,-3%,i,1%,i,i,1%,1.9%,-3.7%,2%,-2%,3%
COc1cc(N)ccc1Cc1ccc(N)cc1OC,2%,.,0%,.,.,-1%,-0.7%,-4.3%,0%,-1%,16%
O=C1CCCC2=C1C1(O)C(=O)c3ccccc3C1(O)O2 (stereo not drawn),-2%,.,3%,.,.,9%[11.4 µM],1.9%,0.0%,-3%,-5%[9.17 µM],14%[7.66 µM]
COC(=O)c1ccccc1NC(=O)Nc1cccs1,-3%,i,-12%,?,i,-1%,0.5%,4.3%,-4%,-12%,40%[activator]
CC(=O)OCC(=O)[C@@]1(OC(C)=O)[C@H](C)C[C@H]2[C@@H]3C[C@H](F)C4=CC(=O)C=C[C@@]4(C)[C@]3(F)[C@H](O)C[C@@]21C,1%[20.6 µM],i,-1%[25.7 µM],?,i,-6%[25.6 µM],0.8%[34.4 µM],1.1%[34.4 µM],0%[25.7 µM],11%[20.5 µM],11%[17.1 µM]
CN(C)C(=O)CCc1nc(-c2ccc(C(C)(C)C)cc2)no1,7%,i,-2%,i,i,?,0.7%,0.3%,-1%,1%,7%
CC(=O)NCc1cccc(CNC(C)=O)n1,-3%,i,-10%,i,i,4%,1.3%,-1.0%,-8%,2%,-1%
Cc1oc(-c2ccc(Cl)cc2)nc1CS(=O)CC(=O)NCCCN(C)C1CCCCC1 (stereo not drawn),-2%,i,-3%,i,i,14%,-0.7%,-1.8%,1%,-6%,9%
Cc1cccc2cc(CN(CCc3ccccc3)C(=O)N3CCOCC3)c3nnnn3c12,0%,i,-1%,?,i,15%,-1.3%,-0.7%,0%,4%,3%
Cc1cc(C)nc(NC2=NCCN2C(=O)Nc2ccc(Cl)c(Cl)c2)n1,8%,i,1%,i,i,1%,0.1%,-0.8%,0%,11%,2%
COc1cccc(NC(=O)C2C3C=CC4(O3)C2C(=O)N(C2CC2)C4C(=O)NC2CCCCC2C)c1 (stereo not drawn),2%,i,1%,i,i,13%,0.4%,-1.7%,-1%,-11%,8%
C=CCOC(=O)C(C(C)=O)C(NC(=O)OC)c1cccc(C(F)(F)F)c1 (stereo not drawn),.,.,-1%[11.5 µM],.,.,6%[11.4 µM],0.4%[15.4 µM],-1.9%[15.4 µM],-2%[11.5 µM],.,.
O=C(Cc1ccccc1)n1nc(-c2ccccc2)nc1NCc1ccco1,.,.,-4%,.,.,2%,-1.4%,1.0%,-3%,3%,.
Cc1ccc(S(=O)(=O)NC2=NCN(CCN3CCOCC3)CN2)cc1,4%,i,2%,?,i,4%,-0.5%,0.2%,-2%,-2%,1%
CCCCCCOc1ccc(C(CC(=O)O)C(N)=O)cc1 (stereo not drawn),2%,i,1%,i,i,12%,1.8%,0.5%,-4%,1%,.
